Bioassay records (PubChem)
S3 lipid droplet = qHTS Assay for Lipid Storage Modulators in Drosophila S3 Cells. AID 2685, 2010. lipid storage change, negative = inhibition, % at the top dose, mostly 46.1 µM; hits show Potency in µM. 320,000 compounds, 0.64% hits. Drosophila S3 cells, BODIPY lipid droplet fluorescence, 18-24 h; cells fed with added oleic acid; active means well fitted inhibition curve with a large enough effect in the signal ratio, with a control signal flat, not every such curve was filed as active; inconclusive means small, poorly fitted or top-dose-only effect, or effect the other way, or a change in a side signal; the % refers to the signal ratio
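Drosophila S3 cells loaded with oleic acid (400 uM, as added) and compounds at several concentrations; lipid droplets imaged by 488-nm laser-scanning cytometry, 500–530 nm intensity and object ratio to cell channel. Percent activity normalized to 20 uM Triacsin C.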
S3 lipid droplet cell count max = recorded beside S3 lipid droplet, whose call it bears; cell number change, %; measured here: cell count max response;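 cells counted by Cell Tracker Red CMTPX staining in the red channel; peak over a dose series mostly up to 46.1 µM; percent activity relative to internal control wells on each plate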
* = called active by the depositor; i = inactive; ? = inconclusive; / = not tested or not shown. On the % scale 0 is the no-effect control and ±100 the full control effect; potency means the concentration at half of the fitted maximal effect.

SMILES	S3 lipid droplet	S3 lipid droplet cell count max
COc1ccc(CN2CC3CC(C2)c2cccc(=O)n2C3)cc1OC (stereo not given)	-5%	6
C[C@H]1O[C@@H](OC2CC[C@]3(C=O)[C@H]4CC[C@]5(C)[C@@H](C6=CC(=O)OC6)CC[C@]5(O)[C@@H]4CC[C@]3(O)C2)CC2OC(C)(C)OC21 (stereo not given in full)	-17%	/
COc1ccc(/C=C/C(=O)NC(=S)N2C[C@H]3C[C@H](C2)c2cccc(=O)n2C3)cc1	?	/
O=c1[nH]c(=S)n(-c2cccc(Cl)c2)c(O)c1C=NCCN1CCNCC1	?	/
COc1ccc(CC(=O)N2C[C@H]3C[C@@H](C2)c2cccc(=O)n2C3)cc1	3%	-10
O=C1C2CCCN2C(c2cccnc2)N1c1nccs1 (stereo not given)	17%	7
COc1ccc(/C=C/C(=O)c2c(O)n(CCC3=CCCCC3)c(=O)[nH]c2=O)cc1	0%	-1
Nc1c2c(nc3ccccc13)CCN(Cc1ccccc1)C2	i	41
O=S1(=O)CC2(N3CCOCC3)CCCCCCC21 (stereo not given)	5%	-5
CNC(=O)O/N=C/c1nn(C(=O)C(C)(C)C)cc1Br	?	/
CN(C)CCN=Cc1c(O)n(Cc2ccco2)c(=O)[nH]c1=O	1%	-12
CN(C/N=C(\N)N[N+](=O)[O-])S(=O)(=O)c1ccccc1	17%	-4
CCOC(=O)C(O)(c1ccc(N(CC)C(=O)OC)cc1)C(F)(F)F (stereo not given)	i	/
COc1cc(/C=C2\C(=O)NC(=O)N(CCc3ccc(F)cc3)C2=O)ccc1O	7%	1
CCOc1cc(/C=C2\C(=O)NC(=O)N(CCc3ccc(F)cc3)C2=O)ccc1O	?	/
COC(=O)C1=C(c2ccc(OC(F)(F)F)cc2)C[C@@H]2CC[C@H]1N2C(=O)N1CCOCC1	?	/
Fc1ccccc1CNC1CN2CCC1CC2 (stereo not given)	-10%	5
O=C(NCc1ccccc1)c1cccn(Cc2cccc(Cl)c2)c1=O	?	/
CN1C(=O)N(C)C(=O)C(CCc2ccccn2)(CCc2ccccn2)C1=O	18%	-1
CCOC(=O)c1cc(C)n(CCc2cnc[nH]2)c1C	?	/
CC1(C)CN=C(Nc2ccccc2C(F)(F)F)S1	29%	10
COc1ccc(-c2nn(CCC#N)cc2C(=O)Nc2ccc(C(C)=O)cc2)cc1	?	/
CC1CN(c2ccc([N+](=O)[O-])c(N3CCCCC3)c2)CCN1 (stereo not given)	0%	19
Cc1c(N=Cc2c(O)n(Cc3ccccc3)c(=O)[nH]c2=O)c(=O)n(-c2ccccc2)n1C	?	/
CCOP(=O)(OCC)/C(=N/OC(=O)c1ccccc1C)C(N)=O	?	/
COc1ccc(NC(=S)NC(NC(=O)CF)C(Cl)(Cl)Cl)c([N+](=O)[O-])c1 (stereo not given)	?	/
O=c1c2cc(Cl)cc(Cl)c2nc(CN2CCOCC2)n1-c1ccccc1F	20%	-7
NC(CC(=O)O)C1CCCCC1 (stereo not given)	?	/
Cc1ccc(-n2c(O)c(/C=N/Nc3ccccc3)c(=O)[nH]c2=O)cc1C	?	/
CC/C(=N\N1CCCCCC1)c1c(O)n(-c2ccc(C)cc2)c(=O)[nH]c1=O	?	/

Reprinted at random: 6 compounds from above, in no set order.
SMILES	S3 lipid droplet	S3 lipid droplet cell count max
CC/C(=N\N1CCCCCC1)c1c(O)n(-c2ccc(C)cc2)c(=O)[nH]c1=O	?	/
CCOC(=O)c1cc(C)n(CCc2cnc[nH]2)c1C	?	/
COc1ccc(/C=C/C(=O)NC(=S)N2C[C@H]3C[C@H](C2)c2cccc(=O)n2C3)cc1	?	/
COc1ccc(-c2nn(CCC#N)cc2C(=O)Nc2ccc(C(C)=O)cc2)cc1	?	/
O=c1c2cc(Cl)cc(Cl)c2nc(CN2CCOCC2)n1-c1ccccc1F	20%	-7
CCOP(=O)(OCC)/C(=N/OC(=O)c1ccccc1C)C(N)=O	?	/

Single records, from the list above.
NC(CC(=O)O)C1CCCCC1 (stereo not given) as listed: S3 lipid droplet = ?; S3 lipid droplet cell count max = /
O=c1c2cc(Cl)cc(Cl)c2nc(CN2CCOCC2)n1-c1ccccc1F as listed: S3 lipid droplet = 20%; S3 lipid droplet cell count max = -7

Other compounds follow.
SMILES	S3 lipid droplet	S3 lipid droplet cell count max
CC(=O)c1ccc(NC2=NCCCS2)cc1	i	-16
CCN(CC)C(=O)c1ccc(NC(=O)CSc2nnnn2-c2cc(OC)ccc2OC)cc1	?	/
Cc1ccccc1-n1c(O)c(/C=N/NC(=O)c2ccccc2O)c(=O)[nH]c1=S	-4%	-10
NCCc1c[nH]c2ccc(F)cc12	-7%	8
CCCCN=Cc1c(O)n(-c2c(C)cc(C)cc2C)c(=O)[nH]c1=O	i	7
O=c1c2ccccc2[nH]c(=S)n1-c1ccc2c(c1)OCCO2	6%	11
CCOc1cccc(OCC)c2c(C)[n+](CC3CCCO3)c(C)c1-2 (stereo not given)	?	/
O=C(c1cc2cc(Br)ccc2[nH]1)N1CCC2(CC1)OCCO2	i	9
CCCCn1c(O)c(C(C)=NCCc2c[nH]c3ccccc23)c(=O)[nH]c1=O	0%	-4
COC(=O)c1ccccc1-n1c(C)nc2ccccc2c1=O	9%	-4
Cc1nn(Cc2ccccc2)c(Cl)c1C(=O)OCC(=O)N1CCCC1	4%	-2
CC(C)c1ccc(-n2c(O)c(/C=N/N3CCOCC3)c(=O)[nH]c2=S)cc1	-6%	15
COc1ccc(N2C(=O)CC(=O)NC2=O)cc1	?	/
CNCC(O)c1ccc(O)cc1 (stereo not given)	?	/
COc1ccc(N2C(=O)/C(=C/c3ccc(N(C)C)o3)C(=O)NC2=S)cc1	-9%	28
CCN1C[C@]2(OC(=O)c3ccccc3NC(C)=O)CCC(OC)C34C5C[C@H]6C(OC)[C@]5(O)[C@](O)(C[C@@H]6OC)C(C[C@@H]32)[C@H]14 (stereo not given in full)	5%	9
N=C1SCC(=O)N1Cc1ccccc1	0%	6
CCc1sc(C(=O)N2CCC3(CC2)OCCO3)cc1Br	i	7
N/C(=N\[N+](=O)[O-])N1CCN(C(=O)OC2CCCC2)CC1	?	/
COc1ccc(N2CCN(Cc3nc4ccccc4[nH]3)CC2)cc1	-15%	16
CCOC(=O)[C@]1(C#N)[C@@H]2C=CC(C(N)=O)=CN2[C@@H](C(N)=O)[C@@H]1c1ccc(F)cc1	13%	3
CC(C)C(=O)NC(Oc1ccccc1Cl)C(Cl)(Cl)Cl (stereo not given)	?	/
CCc1cc(=O)oc2cc(OCC(=O)N3C[C@H]4C[C@@H](C3)c3cccc(=O)n3C4)c(Cl)cc12	-15%	-12
CCn1c(O)c(C=NCCN2CCOCC2)c(=O)[nH]c1=S	-7%	13
COc1ccccc1/C=C1\C(=O)NC(=S)N(c2ccccc2)C1=O	-24%	-2
O=c1[nH]c(=O)n(-c2cccc3ccccc23)c(O)c1/C=N/N1CCCCCC1	-9%	6
COC(=O)C1=C(c2ccccc2OCc2ccccc2)C[C@@H]2CC[C@H]1N2C(=O)NCc1ccc(Br)cc1	?	/
CC1CCCCN1Cc1c[nH]c2ccccc12 (stereo not given)	4%	12
CN1C(=O)N(C)C(=O)C2(Cc3c(ccc4ccccc34)N(C)C2)C1=O	-2%	0
O=c1[nH]c(=O)n(CCc2ccc(F)cc2)c(O)c1C=NCCCN1CCOCC1	22%	-2
Cc1ccc(-c2cc(-c3ccccc3)cc(-c3ccccc3)[n+]2-c2ccccc2C(=O)O)cc1	?	/
CC/C(=N\NC(=O)c1ccccc1Cl)c1c(O)n(C2CCCCC2)c(=O)[nH]c1=O	i	5
O[C@H]1[C@H](O)[C@@H](O)CN2CC[C@H](O)[C@H]12	1%	-1
Cc1ccc(C(=O)N/C(=C\Cl)P(=O)(c2ccccc2)c2ccccc2)cc1	-14%	1
Cc1nn(Cc2ccccc2)c(C)c1C(=O)OCC(=O)NC1CCS(=O)(=O)C1 (stereo not given)	?	/
CCCCCn1c(=O)c(C(=O)Nc2nc3ccccc3[nH]2)c(O)c2ccccc21	1%	15
COC(=O)C1=C(c2c(C)noc2C)C[C@@H]2CC[C@H]1N2C(=O)NC(C)C	?	/
CCCCn1c(=O)c(C(=O)NCc2ccc(Cl)cc2)c(O)c2ccccc21	?	/
Cc1cc(/C=C2\C(=O)NC(=O)N(c3ccc(Cl)cc3)C2=O)c(C)n1C	-8%	-7
COCCOC(=O)c1c(C)n(C)c2ccc(OC(=O)N(C)C)cc12	i	/
COc1cccc(CNCCc2cccc(F)c2)c1OC	?	/
C[C@](N)(CCP(=O)(O)O)C(=O)O	2%	0
O=C1/C(=C\c2cccnc2)N2CCC1CC2	3%	1
O=[N+]([O-])c1cc(-n2cnnn2)c(O)c([N+](=O)[O-])c1	?	/
Cn1c(O)c(C=NCCN2CCOCC2)c(=O)n(C)c1=S	-6%	-8
C[C@H]1CCCC(=O)CCCCCc2cc(O)cc(O)c2C(=O)O1	?	/
COC(=O)C1=C(c2cc3ccccc3o2)C[C@@H]2CC[C@H]1N2C	?	/
Cc1cccc(NC(=O)OC2CN3CCC2CC3)c1 (stereo not given)	?	/
Cc1ccc(CS(=O)(=O)CCC(=O)N2CCC3(CC2)OCCO3)cc1	?	/
Cc1cccc(OP(N)(=O)Oc2cccc(C)c2)c1	?	/

Continuation.
SMILES	S3 lipid droplet	S3 lipid droplet cell count max
Cc1ccsc1CNCCc1ccccc1F	?	/
COc1ccc(N=Cc2c(O)n(Cc3ccccc3)c(=S)[nH]c2=O)c(OC)c1	?	/
Cc1cc(C(=O)O)c(C)n1C1CC1	-20%	-10
O=c1[nH]c(=O)n(-c2ccccc2F)c(O)c1C=NCCC1=CCCCC1	?	/
Clc1cccc(CNCCc2c[nH]c3ccccc23)c1	?	/
CC(C)[C@H]1C(=O)N2CCC[C@H]2[C@]2(O)O[C@](NC(=O)[C@@H]3C=C4c5cccc6[nH]cc(c56)C[C@H]4N(C)C3)(C(C)C)C(=O)N12	-4%	18
COc1cc(OC)c(OC)cc1CN1CCN(C(=O)COc2ccc3ccccc3c2)CC1	?	/
[Cl][Pt+2][Cl].[NH-]C1CCCCC1[NH-] (stereo not given)	3%	2
Cc1cc(=O)oc2c(C)c(OCC(=O)N3CCN(Cc4ccccc4)CC3)ccc12	i	-19
Cc1ccc(N2C(=O)NC(=O)/C(=C/C=C/c3ccco3)C2=O)cc1	?	/
C=CCn1c(O)c(C(C)=Nc2ccc(C(=O)OCC)cc2)c(=O)[nH]c1=O	i	-10
CCN(CC)CCCN=Cc1c(O)n(CCc2ccc(F)cc2)c(=O)[nH]c1=O	6%	-13
CN1CCN(CC#CCOc2ccc(Cl)cc2)CC1	?	/
Cn1c(O)c(/C=N/N2CCOCC2)c(=O)n(-c2ccccc2)c1=S	1%	-2
CN1CCC(N(C)Cc2cccnc2)CC1	?	/
COc1ccc(-n2c(O)c(C(C)=Nc3ccc4c(c3)CCC4)c(=O)[nH]c2=O)cc1	?	/
CCCCN1C(=O)/C(=C\c2ccco2)C(=O)N(CCc2ccccc2)C1=O	14%	4
CCN(CC)C(=O)c1ccc(NC(=O)c2cccc(F)c2)cc1	?	/
CC(NCc1ccccc1Cl)C(O)c1ccccc1 (stereo not given)	2%	/
CCOC(=O)c1cc(C(O)(C(=O)OC)C(F)(F)F)c(/N=C/N(C)C)o1 (stereo not given)	-1%	10
COc1ccc(C(=O)C2CCCN(Cc3cnc(C)s3)C2)c(OC)c1 (stereo not given)	-10%	14
O=c1[nH]c(O)c(C=NC2CCCCC2)c(=O)[nH]1	?	/
C(#CCN1CCOCC1)COCC#Cc1ccccc1	?	/
CCOc1cc(CNCCc2cccc(F)c2)ccc1OC	?	/
COc1cccc(CN2CCN(C(=O)Cc3ccccc3OC)CC2)c1	i	-14
COCCNC(=O)CN1C(=O)C(C)N=C(c2ccccc2)c2cc(Cl)ccc21 (stereo not given)	i	23
CCN(CC)c1ccc(C=C2C(=O)NC(=S)NC2=O)cc1	?	/
CC1CC2(O)c3no[n+]([O-])c3CCC2N1O (stereo not given)	?	/
COC(=O)C1=C(c2ccccc2OCc2ccccc2)C[C@@H]2CC[C@H]1N2C(=O)NCc1ccc(N(C)C)cc1	23µM*	-7.6*
OC1(c2ccc(F)cc2)CC2CCC(C1)N2Cc1nnnn1C1CCCCC1 (stereo not given)	2%	16
CC1Oc2cc3c(-c4c(O)cc(O)c5c(O)c6c(cc45)OC(C)C(C)C6=O)c(O)cc(O)c3c(O)c2C(=O)C1C (stereo not given)	?	/
O=c1[nH]c(=O)n(Cc2ccco2)c(O)c1/C=N/N1CCCCCC1	?	/
CC(NC1CCCCC1)C(O)C12CC3CC(CC(C3)C1)C2 (stereo not given)	?	/
COc1ccc(-n2c(/C=C/c3ccc(O)c(OC)c3)nc3ccccc3c2=O)cc1	?	/
O=C(Nc1ccc(C(F)(F)F)cc1)c1cccn(Cc2ccc3c(c2)OC(F)(F)O3)c1=O	-14%	9
Cc1cccc(CN2CCN(C(=O)Cc3ccccc3)CC2)c1	?	/
O=P(Nc1ccccc1)(Nc1ccccc1)Oc1cccc(Cl)c1	?	/
CCCN(CC1CC1)CC(O)c1ccccc1 (stereo not given)	-1%	16
CCc1ccc(CN2CCN(C(=O)Cc3ccccc3)CC2)cc1	-10%	6
Cc1ccc2c(c1)C1CN(C)CCC1N2C(=O)Nc1cccc(C(F)(F)F)c1 (stereo not given)	i	-5
CCOC(=O)C1(CCc2ccccc2)CCN(Cc2cccc3cnccc23)CC1	-1%	-3
CCOC(=O)c1sc(/N=C/c2c(O)n(-c3ccccc3)c(=O)[nH]c2=O)c(C#N)c1C	6%	11
O=C(CCl)Nc1nccs1	13%	24

Some of the compounds tested. The share of hits here may be higher or lower than overall.
